NS5 inhibitors: flavivirus cap methylation enzyme inhibition – biochemical, confirmation dose response, primary screen (AID 588689); Dengue-2 NS5 methyltransferase capping enzyme assay, biochemical; higher % means a stronger effect; inhibition, % at 25 µM; hits with a dose series show IC50 in µM; 0.3% of 340,000 active; in the data active = a potency from the dose series; inconclusive = inhibition above about 29% without an active follow-up result
AID2073: inhibitors of Mint1-CaV2.2 protein interaction, biochemical, HTRF (AID 2073); inhibition, % at 20 µM, or IC50 in µM where a hit was titrated; HTRF protein-protein interaction, Mint1-CaV2.2; higher % means a stronger effect; 0.19% of 290,000 active; in the data active = inhibition mostly above about 51%, no sharp cut-off; inconclusive = no clear call, values can overlap the other calls; inactive = mostly below about 53%; note: some results filed as inactive read as strong as hits
GPR35 arrestin U2OS: inhibition of zaprinast-stimulated GPR35 beta-arrestin translocation – imaging, U2OS, beta-arrestin-GFP, zaprinast agonist, primary screen (AID 2058) | U2OS GPR35 beta-arrestin-GFP translocation imaging, zaprinast antagonism; higher % means a stronger effect | 0.052% of 290,000 active | one-dose inhibition, % at 10 µM; IC50 in µM for titrated hits;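 active = inhibition of at least 50% with at least 30 cells and total cytoplasm GFP at most 10,000,000; inconclusive = under 30 cells or total GFP of 10,000,000 plus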
HIV peptide binding: inhibitors of HIV fusion peptide binding, primary screen, biochemical, uHTS, fluorescence dequenching (AID 1986). 0.3% of 290,000 active. cell-free peptide binding, fluorescence dequenching, 30 min; higher % means a stronger effect. one-dose inhibition, % at 20 µM; IC50 in µM for titrated hits; in the data active = inhibition mostly above about 52%, no sharp cut-off; inactive = mostly below about 76%; note: some results filed as inactive read as strong as hits
GPR55 beta-arrestin: GPR55 agonists via beta-arrestin recruitment, primary screen, imaging, U2OS cells, beta-arrestin-GFP redistribution (AID 1961); U2OS GPR55 beta-arrestin-GFP redistribution imaging; higher % means a stronger effect; activation, % at 10 µM; hits with a dose series show EC50 in µM; 0.048% of 290,000 active;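 active = activation above 40% with more than 50 cells counted in the well; inconclusive = wells holding fewer than 50 cells, flagged as toxic or sparse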;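 note: U2OS osteosarcoma cells stably expressing GPR55 and beta-arrestin-GFP; plate controls were DMSO negative control for no effect and LPI positive control for full effect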
GPR55 antagonists: GPR55 antagonists blocking LPI-driven arrestin recruitment, primary screen, imaging, U2OS, beta-arrestin-GFP, LPI agonist (AID 2013); U2OS GPR55 beta-arrestin-GFP translocation imaging, LPI antagonism; higher % means a stronger effect; one-dose inhibition, % at 10 µM; IC50 in µM for titrated hits; 0.13% of 290,000 active;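 active = spots per cell inhibited over 60%, with over 100 cells counted and total cytoplasm intensity under 500,000; inconclusive = wells with under 100 cells, flagged as likely toxic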;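 note: U2OS cells stably carrying GPR55 and arrestin-GFP stimulated by 5 µM LPI near EC80; imaged beta-arrestin-GFP aggregate spots per cell after agonist stimulation; plate controls were LPI-stimulated DMSO wells for no effect and DMSO wells without LPI for full effect; some results filed as inactive read as strong as hits; confirmed hits need IC50 under 10 µM and bright autofluorescent wells are also inconclusive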
K1F lysis inhibition: inhibition of K1F phage lysis, E. coli UTI89, bacterial capsule biogenesis inhibitors, alamar blue (AID 488966); E. coli UTI89 K1F phage lysis, alamar blue, 2 h; higher % means a stronger effect; inhibition, % at 100 µM, or IC50 in µM where a hit was titrated; 0.02% of 340,000 active;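 active = phage lysis inhibition, versus mean bacterial control, above a set limit; inconclusive = no clear call, values can overlap the other calls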;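 note: capsule biogenesis inhibitors block K1F phage lysis so surviving cells raise fluorescence; higher fluorescence means more inhibition of phage lysis; actives were called in the ten point dose series up to 300 µM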
NTR1 ag: agonists of NTR1, primary screen, imaging, U2OS cells, beta-arrestin-GFP, high content (AID 493036). P30989. NTR1-U2OS beta-arrestin-GFP spot imaging, agonist mode. activation, % at 20 µM. 0.17% of 330,000 active;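 active = activation at or above 40% of the spot to cytoplasm intensity ratio, with at least 20 cells analyzed; inconclusive = wells under 20 cells, flagged as cytotoxic or low count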;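 note: 0% = DMSO without peptide and 100% = 100 nM NTR1 peptide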
Target sequence (P30989 whole entry, looked up): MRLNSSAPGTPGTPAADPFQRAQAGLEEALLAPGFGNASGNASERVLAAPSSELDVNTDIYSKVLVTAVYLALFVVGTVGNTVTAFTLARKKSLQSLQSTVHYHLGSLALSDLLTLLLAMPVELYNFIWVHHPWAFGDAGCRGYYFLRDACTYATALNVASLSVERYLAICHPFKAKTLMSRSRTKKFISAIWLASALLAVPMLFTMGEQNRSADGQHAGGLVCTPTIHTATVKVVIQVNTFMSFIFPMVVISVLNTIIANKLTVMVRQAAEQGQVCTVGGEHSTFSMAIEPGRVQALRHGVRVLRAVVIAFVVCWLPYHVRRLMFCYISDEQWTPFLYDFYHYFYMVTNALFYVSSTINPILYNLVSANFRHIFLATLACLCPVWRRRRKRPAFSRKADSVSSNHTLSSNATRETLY
Siah-1 displacement: blockers of Siah-1 interaction with plectin peptide – biochemical, fluorescence polarization, rhodamine-plectin, uHTS, primary screen (AID 1817). Siah-1 / rhodamine-plectin peptide fluorescence polarization; higher % means a stronger effect. displacement, % at 20 µM; hits with a dose series show IC50 in µM. 0.02% of 290,000 active;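 active = displacement of at least 50% at 20 µM, with a fluorescence ratio check between 0.3 and a set limit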;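 note: plate controls were Siah plus tracer with DMSO for no effect and tracer alone without Siah for full effect; strong numbers were not always called active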
NTR1 ag cell count 20 µM: recorded beside NTR1 ag, whose call it bears; cell count; measured here: cell count, cytotoxicity flag
NS5 inhibitors pilot replicate: second read-out of NS5 inhibitors, no call of its own (marks repeat the call); inhibition, %; measured here: pilot screen replicate inhibition
The depositor's hits bear a star; u = inconclusive; x = not tested or not shown; & = joins results of further samples; [ ] = remark or other dose.

SMILES	NS5 inhibitors	AID2073	GPR35 arrestin U2OS	HIV peptide binding	GPR55 beta-arrestin	GPR55 antagonists	K1F lysis inhibition	NTR1 ag	NTR1 ag cell count 20 µM	Siah-1 displacement	others
Cc1ccccc1N(CC(=O)NCC1CCCO1)C(=O)CNS(=O)(=O)c1ccc(F)cc1 (stereo unspecified)	1%	5%	-6%	-0.3%	0.0%	8%	0.0%	-0.3	61	1%
COc1cccc(-n2nnnc2SCC(=O)NCCc2ccc(OC)c(OC)c2)c1	x	14%	0%	0.8%	0.5%	14%	-0.3%	0.5	35	2%
COCC1CCCN(Cc2cn[nH]c2-c2cc3ccccc3o2)C1 (stereo unspecified)	-7%	1%	-10%	1.8%	0.5%	1%	0.2%	0.8	53	-2%
O=C(CCCn1c(=S)[nH]c2ccccc2c1=O)NC1CCCC1	-12%	-32%	12%	7.9%	0.4%	12%	-0.9%	1.3	88	3%	NS5 inhibitors pilot replicate=-8.4
Cn1c(SC/C=C/c2ccccc2)nnc1-c1cccs1	-7%	6%	-14%	1.7%	0.4%	11%	0.3%	0.3	59	-4%
O=c1cc(O)c(-c2ccccc2Cl)c(Cl)[nH]1	-2%	4%	4%	1.3%	-0.2%	4%	-0.9%	1.1	83	-3%
CCOCCCNC(=O)C(NC(=O)Cc1c[nH]c2ccccc12)c1ccc(OC)cc1 (stereo unspecified)	3%	-2%	-1%	-0.9%	-0.4%	2%	0.2%	-0.4	54	8%
COc1ccc(/C=N/Nc2ccc(C(=O)O)cc2)cc1OC	0%	-19%	-6%	0.5%	0.7%	-2%	0.4%	0.5	61	10%
CCCN(CCC)S(=O)(=O)c1ccc(C(=O)NNC(=O)c2cc(OC)c(OC)c(OC)c2)cc1	-2%	-4%	-3%	-0.8%	1.0%	12%	-0.5%	0.9	58	6%
O=C(NCC1(c2ccccc2)CCCC1)c1ccc(Br)o1	-1%	-2%	-14%	-1.0%	0.8%	7%	7.6%	2.7	51	6%
NC(=O)CCn1nc(-c2ccc(Cl)cc2)c2ccccc2c1=O	-5%	7%	1%	3.0%	0.2%	5%	0.2%	0.4	48	3%
O=C(NCCC1=CCCCC1)C1CCN(c2nnc(-n3cccc3)s2)CC1	-2%	3%	7%	0.6%	0.7%	4%	-0.5%	2.3	86	0%
Cc1cc(C)c(NC(=O)CS(=O)CC(=O)N2CCN(c3ccc(F)cc3)CC2)c(C)c1 (stereo unspecified)	-11%	12%	4%	-1.4%	0.9%	4%	4.0%	-1.5	70	-3%
CN(C)/C=C1/Sc2ccccc2C1=O	-2%	-8%	-5%	-2.1%	-0.1%	20%	1.3%	0.7	43	-2%
O=C(CC1Nc2ccccc2NC1=O)NC1CCCCC1 (stereo unspecified)	-6%	2%	-11%	-1.2%	-0.2%	14%	0.4%	0.8	69	0%	NS5 inhibitors pilot replicate=0.3
O=C(O)C1C2CCC(O2)C1C(=O)NCc1ccc(Cl)cc1 (stereo unspecified)	2%	-8%	4%	2.3%	-0.3%	24%	2.2%	5.1	44	0%
CCOC(=O)c1ccc(NCc2ccc3c(c2)OCO3)cc1	-4%	5%	6%	1.4%	0.0%	3%	0.4%	-3.8	81	-9%
CCOC(=O)Cc1csc(NC(=S)NC(=O)CC(C)C)n1	-7%	-2%	x	0.1%	-0.3%	8%	0.2%	-0.8	85	0%
Cc1nn(-c2ccc(F)cc2)c(C)c1CN1CCN(CCc2ccccc2)C(CCO)C1 (stereo unspecified)	-2%	-5%	-2%	0.0%	-0.1%	4%	-0.2%[50 µM]	3.7	53	-3%
CC(C)C(NC(=O)c1c(F)cccc1F)C(=O)NCC(c1ccccc1)N(C)C (stereo unspecified)	-2%	13%	0%	-1.8%	-0.4%	7%	0.3%	0.1	45	8%
COC(=O)c1ccc2c(c1)N(C)S(=O)(=O)c1cnc(SCC(=O)C(C)(C)C)nc1-2	x	-2%	5%	-1.0%	-0.3%	4%	x	1.0	86	-4%
CCCCn1c(Cn2nc(C(=O)O)c3ccccc3c2=O)nc2cc(S(N)(=O)=O)ccc21	1%	2%	-3%	0.3%	0.3%	98%	-0.1%	-0.4	57	9%
Clc1ccccc1CNCc1ccncc1	-2%	-4%	7%	2.4%	0.7%	14%	0.3%	0.5	59	3%
CCOc1ncccc1C(=O)OCc1ccc(Cl)cc1	-11%	1%	-3%	-0.8%	1.3%	4%	0.8%[50 µM]	4.8	49	0%
Cc1ccc(NC2=C(Cl)C(=O)OC2OC(=O)c2ccccc2C)cc1 (stereo unspecified)	-8%	10%	24%	1.8%	0.0%	9%	-0.8%	7.6	80	-4%
CCn1c(=O)c2ccccc2n(Cc2ccc([N+](=O)[O-])cc2)c1=O	1%	3%	7%	0.1%	0.5%	-7%	-1.4%[50 µM]	0.4	88	-1%
CN(C)c1ccc(/C=C2\NC(=S)N(Cc3ccccc3)C2=O)cc1	u	-3%	0.65µM*	155%	1.9%	u	0.8%	-2.7	47	2%
O=C(O)c1ccc(N2CCN(C(c3ccccc3)c3ccccc3)CC2)c([N+](=O)[O-])c1	22%	8%	1%	25%	0.8%	13%	0.1%	1.1	71	13%
O=C(CCc1ccc(S(=O)(=O)N2CCOCC2)cc1)Nc1ccc2c(c1)OCCO2	2%	3%	3%	-1.4%	-0.3%	6%	0.2%	-0.6	56	12%
CCCc1nc(SCC(=O)NC2CC2)c2c(C)c(C)sc2n1	1%	7%	8%	1.9%	0.6%	0%	0.2%	-2.9	47	4%
CCOC(=O)C1=C(C)NC(C)=C(C(=O)OCC)C1C(=O)OCC(=O)N1CCC(C)CC1	0%&-5%	3%	2%	0.5%	-0.2%	18%	-2.8%&2.4%	-1.0&-3.2	48&96	10%
COc1cccc(NC(=O)c2ccc(-n3cccn3)nc2)c1	-5%	9%	15%	-3.1%	0.2%	0%	0.1%	0.6	69	-2%
CCC(Sc1nnc(C)s1)C(=O)Nc1nccs1 (stereo unspecified)	-2%	8%	14%	-0.4%	-0.1%	11%	4.0%	-2.9	82	0%
COc1cccc(OCc2cc(C(=O)N3CCCC3c3ccccn3)no2)c1 (stereo unspecified)	4%	6%	8%	0.0%	-0.1%	-1%	-0.1%	2.4	65	12%
O=C1CC(c2ccco2)CC(O)=C1C=Nc1ccccc1-c1ccccc1 (stereo unspecified)	-5%	1%	1%	2.3%	-0.3%	14%	0.0%	9.9	59	14%
CCOC(=O)c1[nH]c2cc(OC)c(OC)cc2c1NC(=O)CN1CCN(C)CC1	x	20%	1%	0.7%	0.3%	21%	x	x	x	4%
O=C(O)/C=C/C(=O)NNC(=O)c1ccccc1Br	7%	u	-9%	-2.4%	0.2%	-14%	6.6%	-0.3	51	2%
O=C(COc1ccc2c(c1)OCO2)Nc1nccs1	2%	-6%	0%	1.5%	u	-4%	0.1%	-0.2	44	8%
C=CCn1c(NCc2ccco2)nc2ccccc21	0%	4%	4%	1.7%	0.2%	5%	-2.0%	-0.3	54	9%
COc1ccc(CNC(=O)C2C3C=CC4(CN(Cc5cccnc5)C(=O)C24)O3)cc1 (stereo unspecified)	-3%	2%	17%	-0.3%	-0.1%	4%	11%	-2.8	102	0%
Cc1ccc(C(=O)N/C(=C\c2cccs2)C(=O)NCC2CCCO2)cc1C (stereo unspecified)	-6%	-5%	4%	-2.6%	0.8%	-18%	2.7%[50 µM]	4.8	34	-1%
CCC(CC)C(=O)Nc1ccccc1NC(C)=O	4%	0%	-14%	-0.8%	0.3%	6%	0.6%	3.3	68	2%
O=C(N/N=C1\CCCc2ccccc21)c1ccc([N+](=O)[O-])cc1	-4%	2%	-6%	2.5%	0.7%	-2%	-0.2%	-0.7	87	6%
Cc1ccc(-c2csc(NC(=O)c3ccc(C)o3)n2)cc1	-3%	15%	5%	-1.8%	0.0%	1%	0.0%[50 µM]	5.7	69	-3%
Cc1ccc2c(C)nc(SC(C(=O)c3ccccc3)c3ccccc3)nc2c1 (stereo unspecified)	-4%	0%	-2%	-2.3%	4.9%	9%	4.2%	2.4	58	-1%
CCN(CC)c1ccc(C(=O)Nc2cccc(F)c2)cc1	-5%	1%	6%	-2.3%	-0.1%	-5%	2.1%	0.8	40	0%
Cc1ccccc1CSc1nc2c(c(=O)[nH]1)CCC2	5%	9%	-2%	-0.6%	-0.1%	-1%	2.3%	-0.3	58	2%
CSCCNC(C)=O	x	7%	-6%	-1.3%	0.2%	-6%	x	-0.2	31	0%
CCOc1ccc(N2C(=O)CC(SC(=NC)Nc3ccc(F)cc3)C2=O)cc1 (stereo unspecified)	-9%	5%	-12%	2.0%	0.1%	13%	0.1%	6.3	61	3%
O=C(c1ccccc1)N1CCN(c2ncnc3c(-c4ccccc4)nsc23)CC1	-1%	19%	12%	-1.1%	0.3%	7%	0.8%	4.0	34	-2%
O=C(Nc1cccc(-c2cn3c(n2)SCC3)c1)c1ccc(Br)o1	-4%	11%	-7%	-0.8%	-0.5%	7%	0.1%	2.2	51	-5%
CC1(C)CC(=O)C(C2=NC3(CCCCCC3)Cc3ccccc32)=C(O)C1	2%	0%	0%	1.4%	0.3%	7%	-1.8%	0.6	54	0%
O=C(ONC1=NCCCCC1)c1c(F)cccc1F	1%	-6%	-8%	-2.3%	1.3%	9%	2.8%	0.0	88	2%
O=C(NCc1nc2ccccc2[nH]1)c1ccc(S(=O)(=O)N2CCOCC2)cc1	-6%	2%	6%	2.9%	0.2%	5%	0.1%	-1.3	44	4%
CCOc1ccc(OCc2ccc(C(=O)N(C)c3ccccc3)o2)cc1	0%	-1%	4%	0.7%	-0.1%	12%	0.4%	2.7	57	-3%
COc1ccc(Nc2nc(-c3cccc([N+](=O)[O-])c3)nc3ccccc23)cc1	-4%	5%	-18%	-1.8%	0.0%	8%	2.3%	21	49	10%
COCCNC(=O)Cn1c(=O)n(Cc2ccco2)c(=O)c2ccccc21	-6%	2%	-7%	-1.0%	-0.1%	-6%	-0.1%	0.2	79	1%
c1ccc(-n2cnnc2SCc2cn3ccsc3n2)cc1	-2%	-8%	6%	0.2%	-0.1%	3%	0.4%	-2.5	78	-3%
Cc1nn(Cc2ccccc2)c(C)c1C(=O)OCC(=O)c1cc(C)n(CC(F)(F)F)c1C	-1%	0%	2%	0.1%	0.6%	9%	-0.3%	5.2	23	2%

High-throughput results deposited in PubChem by several laboratories.
